Screening data from PubChem.
AmpC inh detg: blocks E. coli AmpC beta-lactamase in detergent assay | AmpC hydrolysis of nitrocefin, absorbance 480 nm, 0.01% Triton | Potency, µM (series often up to 114 µM), for inactives: at the top dose activity change, negative = inhibition, actives largely listed as inhibitors | 0.041% of 370,000 active;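 also: potency is read from the fitted curve at half-maximal effect; 0% = no-compound wells and -100% = no-enzyme wells; nearly all actives have a fitted effect of over 25% in size; some results filed as inactive show a strong effect at the top dose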
Target sequence (P00811 whole entry, looked up): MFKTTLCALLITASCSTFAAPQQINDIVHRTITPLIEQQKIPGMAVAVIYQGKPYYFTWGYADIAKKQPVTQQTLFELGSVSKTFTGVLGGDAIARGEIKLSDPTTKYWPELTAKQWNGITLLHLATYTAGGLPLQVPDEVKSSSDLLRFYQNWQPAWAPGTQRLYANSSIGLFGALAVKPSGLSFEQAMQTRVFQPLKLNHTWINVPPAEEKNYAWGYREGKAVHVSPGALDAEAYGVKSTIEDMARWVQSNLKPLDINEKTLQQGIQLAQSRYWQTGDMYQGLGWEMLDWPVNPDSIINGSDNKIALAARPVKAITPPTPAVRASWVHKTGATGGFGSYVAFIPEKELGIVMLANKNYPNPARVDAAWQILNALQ
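20 mM phosphate pH 7.0 + 0.01% (detergent screen) or 0.0001% Triton X-100; 5.3 nM AmpC reagent; cpd preinc 15 min RT; nitrocefin (800 uM stock) to start; A480 q20 s × 4 min; Activity was normalised to no-enzyme and no-compound control wells.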
FBPA Giardia inh: blocks Giardia fructose-bisphosphate aldolase activity. A8B2U2. 0.71% of 290,000 active. purified Giardia FBPA. Potency, µM (titrated, usually from 59.6 µM), without a hit: top-dose activity, negative = inhibition, usual class: inhibitors; also: potency is read from the fitted curve at half-maximal effect; nearly all actives have a fitted effect of over 55% in size
Target sequence (A8B2U2 whole entry, looked up): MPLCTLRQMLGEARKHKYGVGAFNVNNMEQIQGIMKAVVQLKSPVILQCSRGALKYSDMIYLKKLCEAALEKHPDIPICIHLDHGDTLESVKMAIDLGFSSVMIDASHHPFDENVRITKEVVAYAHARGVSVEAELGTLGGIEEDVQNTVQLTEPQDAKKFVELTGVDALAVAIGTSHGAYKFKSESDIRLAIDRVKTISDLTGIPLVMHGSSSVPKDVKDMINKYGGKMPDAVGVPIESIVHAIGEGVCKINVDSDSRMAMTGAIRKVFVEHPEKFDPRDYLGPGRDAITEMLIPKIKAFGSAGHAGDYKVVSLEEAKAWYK
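Giardia FBPA (40 nM reagent) was preincubated 10 min at RT with compound (up to 57.5 uM final), then substrate plus GAPDH/TPI/NAD/arsenate coupling system with diaphorase/resazurin was added; resorufin fluorescence (525/598 nm) was read after 20 min.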
Sm TGR block: blocks Schistosoma mansoni thioredoxin glutathione reductase; Q962Y6; purified TGR, DTNB reduction, TNB absorbance 405 nm; Potency, µM (highest dose often 114 µM), for the others: top-dose activity change, negative = inhibition, actives largely listed as inhibitors; 3% of 360,000 active; AID 485364; also: potency is read from the fitted curve at half-maximal effect; nearly all actives have a fitted effect of over 60% in size
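Kinetic colorimetric format: TGR-catalysed, NADPH-driven DTNB reduction monitored via TNB absorbance. Enzyme dispensed at 20 nM; compound exposure 15 min at room temperature before reaction start.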
HCMV inh: inhibitors of human cytomegalovirus. HFF cells, HCMV-luciferase reporter, 72 h; hits give low values. activity change, negative = inhibition, % at 57.5 µM. 4.5% of 410,000 active. AID 1259415; in the data active = activity change below about -60%; inconclusive = no clear call, values can overlap the other calls; inactive = above about -39%
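Cell-based, HFFs, 1000 cells/well, 16 h 37C; cpds in DMSO + HCMV-luc, MOI 1 PFU/cell; 72 h 37C; OneGlo luminescence after 5 min RT; norm. to buffer vs Salinomycin 10uM.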
AmpC inh no detg: AmpC beta-lactamase inhibition without detergent. AmpC nitrocefin hydrolysis, absorbance 480 nm, 0.0001% Triton. Potency, µM (top dose mostly 57.1 µM), for inactives: top-dose activity change, negative = inhibition, usual class: inhibitors. 0.52% of 330,000 active;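 also: potency is read from the fitted curve at half-maximal effect; plate controls were no compound for no effect and no enzyme for full effect; nearly all actives have a fitted effect of over 20% in size; some results filed as inactive show a strong effect at the top dose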
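20 mM phosphate pH 7.0 + 0.01% (detergent screen) or 0.0001% Triton X-100; 5.3 nM AmpC reagent; cpd preinc 15 min RT; nitrocefin (800 uM stock) to start; A480 q20 s × 4 min; Activity was normalised to no-enzyme and no-compound control wells.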
HCV inh: HCV inhibition; Huh7.5.1 HCVcc-Cre infection, luciferase reporter, 44 h; Potency, µM (highest dose often 41.8 µM), for inactives: at the top dose activity change, negative = inhibition, most hits filed as inhibitors; 3.4% of 340,000 active; also: potency is read from the fitted curve at half-maximal effect
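Infectious HCV cell culture screen: compound-treated cells (1,000/well, pre-plated 4 h) are infected with HCVcc-Cre at roughly 0.5 moi and grown 44 h. Infection is quantified by luciferase signal after 15 min substrate incubation at room temperature.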
* hit, by the source's call; ? = inconclusive; . = no result given; & = joins results of further samples; [ ] = remark or other dose. Unless noted, calls follow the shape of the dose curve; as a rule, active = well fitted curve in the direction sought with a large enough effect; inconclusive = small, poorly fitted or top-dose-only effect, or another doubt; inactive = no such curve, though single readings can be large; an effect the other way counts as inactive or inconclusive. Unless noted, % is scaled to controls: 0 for no effect and ±100 for the full control effect.

SMILES,AmpC inh detg,FBPA Giardia inh,Sm TGR block,HCMV inh,AmpC inh no detg,HCV inh
O=C(CN1CCN(Cc2ccccc2)CC1)N/N=C\C=C/c1ccco1,-8%,-8%,?,-31,-14%,36%[activator]
COc1ccc(O)c(/C=N/NC(=O)CCC(=O)Nc2ccc(F)cc2)c1,-9%,?,-4%,60,-44%,-17%
O=C(Nc1ccc([N+](=O)[O-])cn1)c1cc(-c2cccc(Cl)c2)nc2ccccc12,-10%,-4%,1%,18,-27%,2%
CCOC(=O)N1CCN(CC(=O)Nc2ccc(C)c(Br)c2)CC1,-7%,?,5%,50,75%[activator],3%
CC(C)(C)c1nnc(SCC(=O)Nc2ccc(N3CCCCC3)cc2)n1N,0%,.,-14%,38,-3%,17%
C=CCn1c(SCC(=O)NCC2CCCO2)nnc1C1CCCCC1 (configuration not stated),-2%,1%,-7%,-8,-5%,9%
O=C(CC1C(=O)NCCN1C(=O)Nc1ccc(F)cc1F)Nc1cc(Cl)ccc1Cl (configuration not stated),-3%,5%,3%,1,75%[activator],7%
CCCCSc1nc2sc3c(c2c(=O)n1-c1ccc(OC)cc1)CCN(C)C3,10%,-17%,-2%,?,239%[activator],-24%
CCOc1ccc(/C=C/C(=O)N(C)CC(=O)Nc2cccc(F)c2)cc1OCC,?,.,-1%,0,9%,?
CCOc1ccc2nc(NC(=O)CN3C(=O)C4CCCCC4C3=O)sc2c1 (configuration not stated),?,.,-15%,18,1%,5%
O=C(NS(=O)(=O)c1ccccc1)c1ccccc1,1%,13%,-1%,38,-1%,14%
Cc1nc2ccccn2c1C(=O)/C=C/c1ccc(F)cc1,1%,-1%,5%,79,-11%,-5%
CC(/C=C1\SC(=O)N(CC(=O)Nc2cccc(O)c2)C1=O)=C\c1ccccc1,-13%,-1%,-14%,61,-39%,?
O=C(Nc1cccc(C(=O)O)c1)/C(=C\C=C\c1ccccc1)NC(=O)c1ccccc1,4%,10%,.,-104*,-17%,11%
C=CC(=C)CC(NC)c1ccccc1 (configuration not stated),-3%,-6%,-7%,69,-17%,.
CC(=O)c1cccc(NC(=O)Nc2ccc3c(c2)N(C)C(=O)CS3)c1,?,-16%,4%,?,?,3.2µM*
CC(C)c1ccc(-c2nn[nH]n2)cc1,-5%,2%,8%,46,-15%,21%
Cc1ccccc1CCN(CC(=O)NC1CCCCC1)C(=O)c1csnn1,?,6%,.,-2,-5%,13%
C=C(C)CSc1nc2ncc(Cl)cc2[nH]1,1%,-26%,-9%,7,-13%,9%
CCOC(=O)c1ccc(NC(=O)N2CCN(S(C)(=O)=O)CC2)cc1,3%,0%,10%,46,-15%,2%
Cc1cccc(C)c1NC(=O)C(C)Sc1nnc(C)n1CC1CCCO1 (configuration not stated),-2%,12%,-4%,-2,-7%,15%
O=C(COC(=O)c1cc([N+](=O)[O-])ccc1NCc1ccccc1Cl)NCC(F)(F)F,-8%,10%,-11%,2,-24%,1%
COc1ccc(C(=O)NCc2ccccc2)cc1S(=O)(=O)N1CCCc2ccccc21,-1%,-2%,-16%,-27,-21%,11µM*
O=C(O)c1nn(-c2ccccc2C(F)(F)F)cc1O,-6%,0%,4%,-17,-6%,18%
CC(SCc1ccccc1)C(=O)N/N=C/c1cccs1 (configuration not stated),-17%,-17%,-8%,51,-32%,-2%

A run of entries taken from the entries so far, as a working copy:
SMILES,AmpC inh detg,FBPA Giardia inh,Sm TGR block,HCMV inh,AmpC inh no detg,HCV inh
O=C(CN1CCN(Cc2ccccc2)CC1)N/N=C\C=C/c1ccco1,-8%,-8%,?,-31,-14%,36%[activator]
COc1ccc(O)c(/C=N/NC(=O)CCC(=O)Nc2ccc(F)cc2)c1,-9%,?,-4%,60,-44%,-17%

The list goes on.
SMILES,AmpC inh detg,FBPA Giardia inh,Sm TGR block,HCMV inh,AmpC inh no detg,HCV inh
O=C(NCC(c1ccco1)N1CCc2ccccc2C1)c1cccc([N+](=O)[O-])c1 (configuration not stated),?,.,40µM*,-23,-31%,2%
COc1ccc(CNC(=O)c2cccc(N3CCCS3(=O)=O)c2)cc1OC,12%,.,4%,-85*,.,.
COc1ccc2[nH]cc(CCN)c2c1,-7%,-1%&-15%&-5%,-17%,10,-34%,7%[8.37 µM]
COc1ccccc1C(C)NS(=O)(=O)c1ccc(Cl)nc1 (configuration not stated),0%,.,0%,-9,0%,?
Cc1cccc(NC(=O)C2CC(=O)N(c3ccccc3)C2)c1C (configuration not stated),3%,7%,0%,-28,-11%,12%
Nc1ccc(-c2nc3ccc([N+](=O)[O-])cc3[nH]2)cc1,-3%,-6%,-8%,91,-25%,-26%
COCCNC(=O)c1ccc(CS(=O)(=O)c2c(Cl)cccc2Cl)o1,-6%,3%,50µM*,68,-42%,-8%
O=S(=O)(Nc1cccc(-c2ccc(N3CCCCCC3)nn2)c1)c1ccccc1,-1%,.,-5%,32,.,.
CCOCCCn1c(=N)c(C(=O)NCc2ccco2)cc2c(=O)n3ccccc3nc21,0%,.,-6%,-10,.,.
N#CC(C#SN)=C1CCCCC1,-13%,?,1%,-12,-15%,-1%
CC(C)Cc1n[nH]c(=O)c2c1nnn2Cc1ccccc1F,-3%,4%,1%,12,8%,-8%
Cc1nn(CCCC(=O)NCc2ccc(Cl)cc2)c(C)c1[N+](=O)[O-],-3%,0%,-4%,-2,3%,-26%
S=C(Nc1ccccc1)Nc1ccc(Cl)cc1Cl,1%,?,25µM*,34,-9%,19%
Cn1c(N)c(C(=O)COC(=O)/C=C/c2ccc(OC(F)F)cc2)c(=O)n(C)c1=O,2%,2%,8%,?,92%[activator],?
COc1ccc(N(CC(=O)N2CCN(c3cccc(OC)c3)CC2)S(=O)(=O)c2c(C)noc2C)cc1,-1%,.,9%,-26,.,.
COC(=O)CC1(c2cccc3ccccc23)C(=O)c2ccccc2C1=O,?,-21%,5%,22,-16%,?
Cc1cc(O)c(C(c2ccccc2)N2CCN(c3ccccc3F)CC2)c(=O)n1Cc1ccco1 (configuration not stated),4%,.,3.2µM*,12,.,.
Cc1ccnc(NS(=O)(=O)c2ccc(NC(=O)CSc3nc(-c4ccccc4)cc(=O)[nH]3)cc2)n1,3%,5%,-1%,28,-2%,6%
COCc1c(C(=O)OCC(=O)NCCN2C(=O)CSC2=O)oc2ccccc12,?,4%,-2%,?,-14%,12%
COc1ccc(OC)c(C(=O)c2ccccn2)c1,-13%,-8%,-7%,-36,-12%,4%
COCCCNC(=O)c1ccccc1-c1cc(C)no1,-1%,3%,0%,-3,-1%,7%
COc1ccccc1N(Cc1ccccc1)S(=O)(=O)c1cccc(C(=O)NCC2CCCO2)c1 (configuration not stated),4%,.,-2%,?,191%[activator],-2%
CCCCCC(=O)Nc1nnc(CCc2ccccc2)s1,-16%,2%,0%,13,-20%,-6%
CCOC(=O)c1cnc2c(-c3ccccc3)c(C)nn2c1N,?,4%,2%,-7,-15%,?
CCc1ccc(N(CC(=O)NCc2ccc(F)cc2)C(=O)c2csnn2)cc1,1%,3%,?,29,1%,-5%

Compound profiles (already shown):
Entry for `O=S(=O)(Nc1cccc(-c2ccc(N3CCCCCC3)nn2)c1)c1ccccc1` : AmpC inh detg = -1%; FBPA Giardia inh = .; Sm TGR block = -5%; HCMV inh = 32; AmpC inh no detg = .; HCV inh = .
Entry for `O=C(COC(=O)c1cc([N+](=O)[O-])ccc1NCc1ccccc1Cl)NCC(F)(F)F` : AmpC inh detg = -8%; FBPA Giardia inh = 10%; Sm TGR block = -11%; HCMV inh = 2; AmpC inh no detg = -24%; HCV inh = 1%

New compounds follow:
SMILES,AmpC inh detg,FBPA Giardia inh,Sm TGR block,HCMV inh,AmpC inh no detg,HCV inh
COc1ccc(C2=NC(C(F)(F)F)(C(F)(F)F)c3c(n(C)c(=O)n(C)c3=O)N2)cc1,-9%,1%,3%,-18,7%,?
CCCOc1ccc(C(=O)Nc2ccc3oc(-c4cccc(Cl)c4Cl)nc3c2)cc1,0%,.,-6%,?,.,.
CCOCCCNC(=O)/C(C#N)=C/c1ccc([N+](=O)[O-])o1,-10%,?,8.9µM*,-99*,-6%[11.4 µM],?
CC(OC(=O)c1c(F)cccc1F)C(=O)NCCC1=CCCCC1 (configuration not stated),.,.,.,20,-9%,4%
CC1=C(C(=O)Nc2ccc(C)cc2C)C(c2cccs2)n2nc(SCc3cccc(C)c3)nc2N1 (configuration not stated),0%,.,1%,?,.,.
COc1ccc(C2N(C(=O)c3ccccc3)CCN2C(=O)c2ccc(C)cc2)cc1 (configuration not stated),?,0%,3%,-8,32%,25%
CCc1ccc2oc(=O)cc(CN3CCCCC3)c2c1,-1%,0%,3%,-14,-11%,-9%
Cc1cccc(-n2ncc3c(=O)[nH]c(SCC(=O)N4CC(=O)Nc5ccccc54)nc32)c1,-1%,.,-2%,-37,-21%,16%
COc1cc(NC(=O)CCS(=O)(=O)c2ccc3nc(C)sc3c2)cc(OC)c1OC,1%,4%,3%,6,-1%,6%
CC1CCCC(C)N1C(=O)CSc1nnc(NC(=O)c2cccs2)s1 (configuration not stated),-19%,2%,1%,-1,-23%,0%
COc1cc(C(=O)Oc2c(CN3CCOCC3)cc(Cl)c3cccnc23)cc(OC)c1OC,-15%,?,-35%,.,94%[activator],?
Cc1ccc(CC(=O)NCc2cccnc2)cc1,?,5%,-9%,12,-9%[11.4 µM],.
CCOc1ccc(-c2nnc(SCC(=O)N3CCNC3=O)o2)cc1,0%,.,7%,0,-10%,-28%
COc1cccc(CNC(=O)Cc2ccc(Br)cc2)c1,2%,6%,-6%,36,-29%,2%
CS(=O)(=O)n1nc(C(=O)N2CCOCC2)nc1N,?,1%,-2%,6,6%,5%[0.335 µM]
O=c1c2cc(F)ccc2sn1-c1ccc(F)cc1,0%,.,-23%,.,-26%,?
Cc1ccccc1NS(=O)(=O)c1cc2c3c(c1)C(C)C(=O)N3CCC2 (configuration not stated),-8%,.,-8%,16,-1%,0%
O=C(COc1ccccc1-c1ccccc1)N/N=C/c1ccccn1,4%,0%,6%,-30,21%,?
Cc1ccc(Oc2nc3c(c(=O)n(C)c(=O)n3C)n2C)cc1C,3%,0%,-18%,2,34%,-14%
CC#CC(=O)N1CCCC(Cc2cccc(OC)c2)(C(=O)OCC)C1 (configuration not stated),?,0%,2%,-15,24%,3%
CCNC(=O)/C(C#N)=C/c1c(N2CCN(C)CC2)nc2c(C)cccn2c1=O,-4%,1%,6%,?,-6%,-1%
COc1cc(OC)cc(C(=O)Nc2ccc3oc(-c4ccccc4C)nc3c2)c1,-2%,.,-5%,-22,.,.
Cc1ccc(NC(=S)Nc2ccc(F)cc2)cc1,-3%,?,?,-13,-21%,-4%
CCn1c(COc2ccccc2C)nnc1SCC(=O)NCc1ccccc1,-18%,2%,0%,5,37%,-9%
CC(C)CN1CN(S(=O)(=O)c2cccs2)c2nc3ccccc3nc21,0%,16%,-4%,-9,-33%,.
CN(CCOc1ccc(Cl)cc1)Cc1cccc(S(=O)(=O)N(C)C)c1,-3%,5%,-4%,?,64%[activator],?
